OX1R antagonist: blocks the human orexin 1 receptor; CHO/OX1R cells, Fluo-8 calcium fluorescence, orexin A; 0.43% of 330,000 active; O43613; inhibition, % at 5 µM;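 active = inhibition above its plate's threshold, mean inhibition of all tested compounds on the plate plus 3 SD, cut at about 37% in these data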;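 note: 0% = orexin A challenge wells and 100% = SB-334867-A antagonist wells; not every result past the cut was called active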
Target sequence (O43613 whole entry, looked up): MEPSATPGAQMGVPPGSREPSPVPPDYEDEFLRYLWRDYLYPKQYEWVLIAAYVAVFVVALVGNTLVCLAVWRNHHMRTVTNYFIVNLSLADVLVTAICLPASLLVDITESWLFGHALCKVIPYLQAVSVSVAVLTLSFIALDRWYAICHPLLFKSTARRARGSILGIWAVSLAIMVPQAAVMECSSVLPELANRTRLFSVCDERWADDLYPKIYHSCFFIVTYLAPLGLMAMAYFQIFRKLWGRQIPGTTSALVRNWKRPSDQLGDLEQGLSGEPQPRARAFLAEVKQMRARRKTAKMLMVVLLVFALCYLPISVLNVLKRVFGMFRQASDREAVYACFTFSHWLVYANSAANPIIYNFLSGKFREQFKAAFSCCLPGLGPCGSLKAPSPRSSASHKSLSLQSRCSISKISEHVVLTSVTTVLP
CHT PAM: allosteric activators of human choline transporter CHT | Q9GZV3 | CHT-expressing cells, membrane potential dye, choline EC20; hits give high values; LV-AA mutant CHT in HEK293 cells | B-score at 10 µM | 0.49% of 310,000 active;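 active = initial fluorescence not abnormally high and integrated response B-score, plate-corrected, over 3 SD above library mean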
Target sequence (Q9GZV3 whole entry, looked up): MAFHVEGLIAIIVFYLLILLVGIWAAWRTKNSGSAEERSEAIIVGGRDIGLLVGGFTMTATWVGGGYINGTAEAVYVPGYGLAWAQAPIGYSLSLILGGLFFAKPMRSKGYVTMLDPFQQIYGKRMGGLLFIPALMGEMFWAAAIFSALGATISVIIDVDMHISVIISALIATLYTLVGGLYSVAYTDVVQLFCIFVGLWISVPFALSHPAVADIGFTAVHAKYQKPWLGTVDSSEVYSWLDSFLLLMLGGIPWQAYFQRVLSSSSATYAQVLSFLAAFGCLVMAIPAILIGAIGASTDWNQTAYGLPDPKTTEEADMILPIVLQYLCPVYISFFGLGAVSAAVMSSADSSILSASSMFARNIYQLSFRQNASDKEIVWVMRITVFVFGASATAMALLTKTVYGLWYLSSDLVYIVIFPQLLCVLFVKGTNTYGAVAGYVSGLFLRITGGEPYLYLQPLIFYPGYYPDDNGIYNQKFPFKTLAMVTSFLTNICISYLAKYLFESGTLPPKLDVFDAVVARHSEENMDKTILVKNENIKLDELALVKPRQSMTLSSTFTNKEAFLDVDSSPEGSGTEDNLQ
Active calls of the source: *; i = inactive; · = not tested or not shown.

SMILES | OX1R antagonist | CHT PAM
COCc1ccc(CN2CCc3c([nH]c4ccccc34)C2C(C)(C)C)o1 (centres undefined) | -7.6 | i
CCOC(=O)C1=C(c2ccccc2)NC(=O)NC1c1ccsc1 (centres undefined) | · | i
CSc1ccc(N/N=C(/C#N)S(=O)(=O)C(C)(C)C)cc1 | 5.5 | i
Cc1cc(N2C(=O)C3C4CC(c5ccccc5)C(C4)C3C2=O)no1 (centres undefined) | -32.0 | i
Nc1ccc(-n2nncc2-c2ccc(Cl)cc2)cc1 | -12.4 | i
CCN(CC)c1ccc2c(c1)C(=O)N(C)C2=O | -32.6 | i
COC(=O)c1ccc(C(=O)NC(=S)Nc2ccc3nc(SC)sc3c2)cc1 | -15.3 | i
CCCCN(C(=O)c1cccc(S(=O)(=O)N(C)c2ccc(C)cc2)c1)c1c(N)n(CCCC)c(=O)[nH]c1=O | -12.8 | i
Cc1c(C(=O)NCCCn2ccnc2)oc2ccccc12 | -8.2 | i
COC(=O)CCC(=O)OC1(C)C(=O)C=C2C=C(c3ccsc3)OC=C2C1=O (centres undefined) | 3.7 | i
COc1ccc(CCNS(=O)(=O)c2cc3c(cc2C)NC(=O)CO3)cc1OC | -7.3 | i
COc1cc(C(=O)NC2CCCc3ccccc32)cc(OC)c1C (centres undefined) | -22.6 | i
COc1ccccc1CN1CC(C(=O)NCCN2CCNC2=O)CCC1=O (centres undefined) | -3.4 | i
COc1ccc(C(NC(=O)/C=C/c2ccco2)c2ccc(OC)c(OC)c2)cc1 (centres undefined) | -5.0 | i
COc1ccc(S(=O)(=O)NCc2ccc3c(c2)OCO3)cc1OC | -8.9 | i
O=C(CN(C(=O)Cn1nnc(-c2ccccc2F)n1)c1cccc2c1CCCC2)NCc1ccccc1 | -11.6 | i
Cc1ccc(C(=O)NC(=C(Cl)Cl)S(=O)(=O)c2ccc(Cl)cc2)cc1 | -12.5 | i
O=C(CN(C(=O)c1nsc(Cl)c1Cl)c1ccc(F)cc1)NC1CCCC1 | -10.2 | i
Nc1ccc(NC(=O)NC2CCCCC2)cc1 | -5.8 | i
OCC[C@H]1C[C@@H](O)[C@H](O)[C@]2(CCc3ccccc3O2)O1 | -9.1 | i
CCc1cccc(C)c1NC(=S)N(CCN(C)C)C(C)c1cccnc1 (centres undefined) | -8.8 | i
CCCN1C=CC(=C2C(=O)c3ccccc3C2=O)C=C1 | -7.7 | i
CCOC(=O)N1CCN(c2cc(=O)n(-c3ccccc3C)c(=O)[nH]2)CC1 | -4.1 | i
Cc1ccc(/C=C2\CCn3c2nc2cc(C(=O)O)ccc2c3=O)c(C)c1 | -2.9 | i
C=CCNC(=O)NC(=O)COC(=O)CCCSc1nc2ccccc2[nH]1 | -17.3 | i
Nc1c(N(CCC2=CCCCC2)C(=O)COc2ccc(F)cc2)c(=O)[nH]c(=O)n1Cc1ccccc1 | -8.8 | ·
CSc1ccc(COC(=O)c2cc([N+](=O)[O-])ccc2N2CCOCC2)cc1 | -10.5 | 6.35*
CCc1ccc(Nc2n[n+](-c3ccccc3)c(-c3cccc(Cl)c3Cl)s2)cc1 | -34.1 | i
Cn1ccnc1COc1ccc(C=O)cc1 | -13.1 | i
O=C(O)CSc1nc2sc3c(c2c(=O)n1Cc1ccccc1)CCCCC3 | -21.9 | i
CN(Cc1ccccc1)C(=O)CCC(=O)N(C)Cc1ccccc1 | -19.2 | i
O=C(CS(=O)(=O)c1ccccc1)N1CCCCC1 | -11.0 | i
COc1ccc(N2CCN(c3oc(Cc4cccc5ccccc45)nc3C#N)CC2)cc1 | -18.2 | i
CCCCNc1c(C(=O)OCC)c(=O)[nH]c2ccccc12 | -11.5 | i
CC(C)C(NC(=O)c1ccc(F)cc1)C(=O)Nc1cccnc1 (centres undefined) | -40.8 | i
CCCn1c(=O)c(C(=O)NCc2ccco2)c(O)c2ccccc21 | -10.6 | i
CCOc1cc(CNCCO)cc(Br)c1OCc1ccccc1 | 8.1 | i
Cc1cccc(CSc2nnc(-c3ccco3)n2C)c1 | 2.6 | i
CCCn1nc(C(=O)NNC(=O)C2CSC3(C)CCC(=O)N23)c2ccccc2c1=O (centres undefined) | -31.3 | i
Brc1cccc(OCCOCCn2ccnc2)c1 | -15.9 | i
COc1cc2[nH]c(=O)n(CCC(=O)NCCC(C)C)c(=O)c2cc1OC | -9.6 | i
Cc1ccc(NC(=O)CN(C)C(=O)CSc2ccc3c(c2)OCCO3)cc1 | -9.5 | ·
CCc1ccc2nc(N3CCN(C(=O)C(C)(C)C)CC3)sc2c1 | -35.1 | i
CCn1c(=O)c2cc(C(=O)NCCOC)sc2c2ccccc21 | -19.3 | i
CCc1ccc(C2=NN(CCC(=O)NC(C)c3ccc4c(c3)OCCO4)C(=O)CC2)cc1 (centres undefined) | -24.5 | i
CCSCc1nnc(SCC(=O)Nc2ccc(OC)cc2)n1C | -22.4 | i
N#CCSc1ccccc1NC(=O)COC(=O)CCN1C(=O)C2CC=CCC2C1=O (centres undefined) | 0.4 | ·
C=CCN(CC=C)C(=O)Nc1ccc2nc(C)sc2c1 | -0.1 | i
COc1cccc(C(=O)Cn2c(N3CCCCC3)nc3c2c(=O)n(C)c(=O)n3C)c1 | -14.4 | i
CCc1nnc(NC(=O)CN2C(=O)/C(=C/c3cc(OC)c(OC)c(OC)c3)SC2=S)s1 | -15.4 | i
O=C(O)C1CC=CCC1C(=O)NCCCN1CCCC1=O (centres undefined) | -11.8 | i
O=C(CSc1nncs1)NC(=O)NC1CCCC1 | -4.1 | i
CCc1ccc(CN2CCC(N3CCC(C(=O)N4CCCC4)CC3)CC2)o1 | -15.7 | i
COc1ccc(CCNC(=O)CCc2cn(C)c3ccccc23)c(OC)c1OC | -27.5 | i
O=C(Nc1ccc(F)cc1)N1CCN(CCc2ccccc2)CC1 | -9.9 | i
CSc1nc(C)c(C(=O)Nc2ccccc2)c(-c2ccco2)c1C#N | -39.9 | i
COC(=O)C1=NNC(C(=O)c2ccco2)C1c1ccc(OC)cc1 (centres undefined) | -4.7 | i
CN1OC(CC(=O)O)N(c2ccc(Cl)cc2)C1=O (centres undefined) | -1.3 | i
O=C(c1ccco1)N1CCN(C(=S)NC2CC3CCC2C3)CC1 (centres undefined) | -16.6 | i
O=C(COC(=O)[C@H](Cc1ccccc1)NC(=O)c1ccco1)Nc1ccccc1 | -22.0 | ·

14 compounds already listed, arranged by SMILES length, largest number first.
SMILES | OX1R antagonist | CHT PAM
CCCCN(C(=O)c1cccc(S(=O)(=O)N(C)c2ccc(C)cc2)c1)c1c(N)n(CCCC)c(=O)[nH]c1=O | -12.8 | i
O=C(CN(C(=O)Cn1nnc(-c2ccccc2F)n1)c1cccc2c1CCCC2)NCc1ccccc1 | -11.6 | i
CCc1nnc(NC(=O)CN2C(=O)/C(=C/c3cc(OC)c(OC)c(OC)c3)SC2=S)s1 | -15.4 | i
COc1cccc(C(=O)Cn2c(N3CCCCC3)nc3c2c(=O)n(C)c(=O)n3C)c1 | -14.4 | i
CCCn1nc(C(=O)NNC(=O)C2CSC3(C)CCC(=O)N23)c2ccccc2c1=O (centres undefined) | -31.3 | i
COc1ccc(C(NC(=O)/C=C/c2ccco2)c2ccc(OC)c(OC)c2)cc1 (centres undefined) | -5.0 | i
N#CCSc1ccccc1NC(=O)COC(=O)CCN1C(=O)C2CC=CCC2C1=O (centres undefined) | 0.4 | ·
C=CCNC(=O)NC(=O)COC(=O)CCCSc1nc2ccccc2[nH]1 | -17.3 | i
CC(C)C(NC(=O)c1ccc(F)cc1)C(=O)Nc1cccnc1 (centres undefined) | -40.8 | i
CN(Cc1ccccc1)C(=O)CCC(=O)N(C)Cc1ccccc1 | -19.2 | i
COc1cc(C(=O)NC2CCCc3ccccc32)cc(OC)c1C (centres undefined) | -22.6 | i
Cc1c(C(=O)NCCCn2ccnc2)oc2ccccc12 | -8.2 | i
Cc1cccc(CSc2nnc(-c3ccco3)n2C)c1 | 2.6 | i
Cn1ccnc1COc1ccc(C=O)cc1 | -13.1 | i

Going on with the list:
SMILES | OX1R antagonist | CHT PAM
Cc1cc(N2CCOCC2)n2ncc(-c3ccccc3Cl)c2n1 | · | i
COc1ccc(-c2cc3c(nn2)-c2ccccc2C3=O)cc1 | -7.9 | i
COc1ccc(C(=O)c2ccc(OC)c(N)c2)cc1N | 2.1 | 11.8*
COc1ccccc1-c1nnc(C2CCN(S(=O)(=O)c3cccc([N+](=O)[O-])c3)CC2)o1 | -32.4 | i
COc1cc(CCC(=O)O)on1 | -13.6 | i
CCCn1nnc(NC(=O)c2ccc(F)cc2)n1 | -27.4 | i
Nc1[nH]c(N=NC(=O)c2ccc(Cl)cc2)c2ccccc12 | -10.2 | i
COc1cc(/C=C2\S/C(=N/S(=O)(=O)c3ccc(C)cc3)NC2=O)c([N+](=O)[O-])cc1OC | -13.4 | i
O=C(NCc1n[nH]c(=S)n1-c1ccc(Br)cc1)c1ccc(S(=O)(=O)N2CCOCC2)cc1 | 6.0 | i
COc1ccc(C)cc1N(CC(=O)N1CCCCCC1)S(C)(=O)=O | -11.1 | i
Cc1cc(C(=O)OCC(=O)N2CCN(C(=O)c3ccco3)CC2)c(C)n1-c1ccc(F)cc1 | -11.4 | i
O=C(NCCCC(=O)N1CCOCC1)c1cccnc1 | -7.1 | i
CC1CC1C(=O)Nc1cc(C(F)(F)F)ccc1N1CCOCC1 (centres undefined) | -8.6 | i
C=CCNCC(=O)N1N=C(c2ccc3ccccc3c2)CC1c1ccc(OC)cc1 (centres undefined) | -11.6 | i
COc1ccccc1NC(=S)N(Cc1ccc(C)cc1)Cc1cccnc1 | -27.6 | i
CC(CC(=O)O)CC(=O)Nc1ccc(S(N)(=O)=O)cc1 (centres undefined) | 1.5 | i
Cc1cc(-c2cc(C(=O)O)c3ccccc3n2)c(C)s1 | 0.8 | i
CSc1nnc(Cc2cc(=O)[nH]c(=O)[nH]2)n1-c1cccc(C)c1 | -14.8 | i
O=C(c1cc(Cl)ccc1[N+](=O)[O-])N1CCc2ccccc2C1 | 13.8 | i
Cc1cccc(NS(=O)(=O)c2ccc(-c3ccc(=O)[nH]n3)o2)c1 | -12.4 | i
CCCC(=O)Nc1cc(OCC)c(NC(=O)NC2CCCCC2)cc1OCC | 1.7 | i
Cc1ccc(C=C2C(=O)c3ccccc3C2=O)s1 | -20.1 | i
Cc1cc(C)c(NC(=O)C2CSCCS2)c(C)c1 (centres undefined) | -21.4 | i
COc1ccc(NC(=O)CN(C)C(=O)c2cc3c(s2)CCCCC3)cc1 | -19.3 | i
O/N=C(\c1ccccc1)C(O)c1ccccc1 (centres undefined) | -18.4 | i
NC(CO)(CO)COCc1ccccc1 | 6.7 | i
CCN(CC)c1nc2c(c(=O)[nH]c(=O)n2C)n1CCCc1ccccc1 | -29.9 | i
O=[N+]([O-])c1ccc(/C=N/Nc2nc(-c3ccccc3)c3cc(Br)ccc3n2)o1 | -5.3 | i
COc1ccccc1C1C(C(=O)c2cc3ccccc3o2)=C(O)C(=O)N1c1cc(C)on1 (centres undefined) | -20.4 | i
COc1ccccc1Nc1nc(C2(C)CCC(=O)O2)cs1 (centres undefined) | -21.7 | i
Brc1ccc(/C=N/Nc2ccc3ccccc3n2)cc1 | -32.8 | i
Cc1cc(C)cc(N2CC(c3nc4ccccc4n3C)CC2=O)c1 (centres undefined) | -21.2 | i
COCCNC(=O)CSc1nc2ccc(N3CCOCC3)cc2c(=O)n1Cc1ccc(OC)cc1 | -34.5 | i
N#CCCSCc1ccc2oc(C(=O)O)cc2c1 | -1.4 | i
Cc1noc(C)c1C(=O)N1CCN(c2ncccn2)CC1 | -2.4 | i
FC(F)(F)c1ccc2c3n(nc2c1)CCN=C3c1ccc(Cl)cc1 | -4.0 | i
CN(CC(=O)Nc1ccc(F)cc1)C(=O)COC(=O)c1cccc(N(C)C)c1 | -7.6 | ·
CN1CCN(c2nc3c(c(=O)[nH]c(=O)n3C)n2Cc2ccccc2)CC1 | 6.6 | i
O=C(NCCc1ccccc1F)c1cccc2cccnc12 | -43.0 | i
CN(C)c1ccc(NC(=O)C2CCCN(S(=O)(=O)c3ccccc3)C2)cc1 (centres undefined) | 6.3 | i
CN(Cc1cn(-c2ccccc2)nc1-c1ccc2c(c1)OCO2)Cc1nccn1C | -26.2 | i
COc1cc(/C=N/N(CCO)C2=NS(=O)(=O)c3ccccc32)cc(OC)c1OC | -10.1 | i
COc1ccc(NC(=O)CSc2nnc(C)n2N)cc1S(=O)(=O)N1CCCCC1 | -12.6 | ·
C/C(=N\Nc1ccc([N+](=O)[O-])cc1)c1ccc(-n2nncc2C(C)(C)C)cc1 | -9.4 | i
O=C1c2ccccc2C(=O)N1Cc1nc(-c2ccccc2)no1 | -13.5 | i
Cc1ccccc1-c1ncc(CN2CCN(C3CCCC3)C(CCO)C2)cn1 (centres undefined) | -9.2 | i
Cc1ccc(NC(=O)CN(C)C(=O)COC(=O)CNS(=O)(=O)c2ccc(F)c(F)c2F)cc1 | -10.5 | i
CC(CN1CCOCC1)(NS(=O)(=O)c1ccccc1)c1ccccc1 (centres undefined) | -15.3 | i
c1ccc(NNC2=NCCS2)cc1 | -24.4 | i
CC(Oc1ccc(Cl)cc1Cl)C(=O)OCn1nnc2ccccc2c1=O (centres undefined) | -34.4 | i
CCOc1ccc(C(C(=O)NC(C)(C)C)N(CCOC)C(=O)CCC(=O)Nc2ccccn2)cc1 (centres undefined) | -34.3 | i
CCSc1nc2ccccc2n1C(=O)Oc1ccccc1 | -5.7 | i
CC(=O)Nc1ccc(Oc2ccc3nc(C)[nH]c3c2)cc1 | -6.3 | i
CCC(=O)N/C(N)=N/c1nc(C)c2cc(C)c(C)cc2n1 | -22.9 | i
CCN(CC)CCn1c(=S)[nH]c2ccccc2c1=O | -12.5 | i
COc1cccc(N(CC(=O)NC2CCCCC2)C(=O)CCC(=O)Nc2nc(C)cs2)c1 | -6.2 | i
COc1ccc(/C=N/NC(=O)Nc2cccc3nsnc23)cc1OC | 19.2 | i
O=C(Nc1ccc(S(=O)(=O)N2CCCCC2)cc1)c1cccnc1Cl | 10.7 | i
O=C(Nc1ccsc1C(=O)N1CCCC1)c1ccccc1 | -15.7 | i
Cc1ccc(CN2CCN(C/C(Cl)=C/c3ccccc3)CC2CCO)o1 (centres undefined) | -21.9 | i

Bioassay records as filed in PubChem.
